# Assay outcomes from PubChem BioAssay.
# LDHA block – blocks human lactate dehydrogenase A; 0.15% of 480,000 active; P00338; activity change, % (values are at about 110 or 230 µM); AID 1347041; purified LDHA, NADH/diaphorase-resazurin fluorescence; hits give low values; in the data active = activity change below about -30%; inconclusive = mostly about -25% to -30%;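 note: plate controls were DMSO wells for no effect and wells without enzyme for full effect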
#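 Remaining NADH was detected by diaphorase (0.133 mg/mL) converting 37 µM resazurin to fluorescent resorufin, read at 0 and 20 minutes. The preceding 5-minute room-temperature reaction used 2 nM LDHA, 0.2 mM sodium pyruvate and 0.06 mM NADH at pH 7.4.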
# * hit, by the source's call; ? = inconclusive. A portion of the library; count on the stated rates, not on these rows.
LDHA block	compound
-10.8	CCCn1nc(C(=O)NCC(c2ccccc2)N2CCCC2)ccc1=O (configuration not stated)
-8.0	O=C(Nc1ccc(F)c(Cl)c1)N1Cc2cccn2-c2ccccc21
3.0	CC(C)CNC(=O)c1ccc(Cn2cnc3ccccc3c2=O)cc1
-5.4	COc1cccc(/C=C/C(=O)NC2CCCC2)c1OC
-0.5	C[C@H]1COc2cc(N3CC[C@H](O)C3)ccc2S(=O)(=O)N1
-5.6	O=C(Nc1ccc(F)cc1F)N(Cc1cccc(O)c1)C1CCC(O)CC1 (configuration not stated)
-2.3	CCOC(=O)C1CCN(C(=O)C(C)OC(=O)c2n[nH]c(=O)c3ccccc23)CC1 (configuration not stated)
10.5	O=C(CCc1cn(Cc2ccc(F)cc2)c2ccccc12)NCCc1cccs1
-7.2	CCCCn1c(C)c(C)c(S(=O)(=O)c2ccc(OC)cc2)c1NC(=O)c1ccco1
-0.7	Cc1ccccc1NC(=O)CSc1nc2nccnc2c(=O)n1CCc1ccccc1
2.4	CCc1ccccc1Nc1ncnc2c1cnn2-c1ccccc1
-11.0	O=S(=O)(c1ccc2c(c1)OCCO2)N1CCN(S(=O)(=O)c2cc(F)c(Br)cc2F)CC1
2.8	CCNC(=O)NC(=O)C(C)N(C)Cc1ccco1 (configuration not stated)
6.4	CCC(C(=O)NC(C)C)c1ccccc1 (configuration not stated)
11.1	Cc1ccc(C)c(OCCn2c(CN(C)C(=O)c3ccco3)nc3ccccc32)c1
-5.7	CCCCSc1nnc(-c2c[nH]c3ccccc23)n1C1CC1
-0.1	COc1ccc2c(C)c(CCC(=O)NCCCN3CCOCC3)c(=O)oc2c1C
-23.3	CCCNc1nc2ccccc2nc1C(=O)Nc1ccc(C)cc1C
-4.6	CNC(C(=O)OC)c1ccc(Cl)c(Cl)c1 (configuration not stated)
6.1	Cc1ccc(C(=O)c2ccccc2C(=O)NC2CCCC2)cc1
3.9	O=C(NC(c1ccccc1)c1ccccn1)c1cc[n+]([O-])cc1 (configuration not stated)
2.3	Brc1ccc(-c2noc(-c3cccnc3)n2)o1
-0.3	CCCc1c(C(=O)OCC)nnc2c(-c3ccc(Br)cc3)c(C)nn12
8.8	COc1ccc(-c2nc3ccccc3o2)cc1NC(=O)CC12CC3CC(CC(C3)C1)C2

# Reformatted tab-delimited: part of the list above
smiles	LDHA block
Cc1ccc(C(=O)c2ccccc2C(=O)NC2CCCC2)cc1	6.1
O=C(NC(c1ccccc1)c1ccccn1)c1cc[n+]([O-])cc1 (configuration not stated)	3.9
Brc1ccc(-c2noc(-c3cccnc3)n2)o1	2.3

# Next section.
LDHA block	compound
0.1	COc1cccc(C(=O)Nc2ccc3oc(C)nc3c2)c1
5.8	Cc1ccc2c(C(=O)O)cc(-c3ccncc3)nc2c1C
40.5	Cc1ccc(CSc2nc3nc[nH]c3c(=O)[nH]2)cc1
5.2	CCCc1c(C)nc(Nc2nc(C)c3cccc(OC)c3n2)[nH]c1=O
2.6	O=C(NCCNC(=O)C1CC1)c1c[nH]c2ccccc12
-24.8	Brc1ccc(-c2noc(CC(c3ccccc3)c3ccccc3)n2)cc1
0.4	CN(Cc1ccccc1)C(=O)[C@@H]1CCCN1C(=O)[C@@H]1CCCN1C(=O)c1ccc(Cl)cc1
0.3	O=C(O)CCNS(=O)(=O)c1cccc(C(=O)O)c1
2.6	C=CCNC(=O)NC(=O)CN(C)Cc1ccc(C(F)(F)F)cc1
-9.9	C/C(=N\NC(=O)c1ccccc1)c1ccccc1
-4.5	CCN(CC)S(=O)(=O)c1ccc(/C=C\c2onc(C)c2NC(=O)C2CC2)cc1
4.0	CN(C)CCCN(Cc1cccc2ccccc12)Cc1cccc2ccccc12
0.2	Cc1cc(C)c(NC(=O)C2=Cc3sc4c(c3CS2)CCCC4)c(C)c1
5.0	FC(F)(F)c1cccc(CSc2ncnc3sc(-c4ccccc4)cc23)c1
1.4	Cc1oc(-c2cccs2)nc1CC(=O)Nc1ccccc1-c1ccccc1
-2.1	O=C(Nc1ccon1)c1sc2cccc(Cl)c2c1Cl
32.4	Cc1cc(=O)c2cc(C(=O)Nc3nnc(CC(C)C)s3)ccc2[nH]1
-2.2	CCCCNC(=O)c1cc2ccc(OC)cc2nc1C
18.8	Cc1cc(Br)ccc1NC(=O)Cn1nc(-c2cccs2)oc1=O
-7.4	CN(CC(=O)Nc1ccc(F)cc1)C(=O)COc1ncnc2sccc12
0.2	O=C(NCc1ccccc1)C(Sc1nc2ccccc2o1)c1ccccc1 (configuration not stated)
?	CCN(C(=O)COC(=O)Cc1sc(N)nc1-c1ccc(C)cc1)c1cccc2ccccc12
1.1	N#Cc1c(Cl)nc2c(c1C#N)CCC/C2=C\c1ccco1
-6.7	CC(C)OC(=O)/C(C#N)=C\c1ccc(-c2ccccc2Cl)o1
-3.1	NC(=O)c1c(NC(=O)c2ccco2)sc2c1CCCC2
-0.3	O=C(Nc1cccc2ncccc12)c1cnc2ccccc2n1
2.9	CC(C)(C)c1ccc2cc(C(=O)NC3CC3)[nH]c2c1
-1.8	O=C(NCc1ccccn1)C1CCC(CNS(=O)(=O)c2ccccc2)CC1 (configuration not stated)
2.4	Cc1ccc(NS(=O)(=O)c2cc3c(cc2C)NC(=O)CO3)cc1C
81.2	CCCCC1CCC[S+](c2cc(O)ccc2O)C1 (configuration not stated)
3.7	CCCCn1nc(C(=O)Nc2nccs2)c2ccccc2c1=O
2.4	COP(=O)(OC)c1nc(-c2ccc(Cl)cc2)oc1NCc1cccnc1

# No new results follow: 2 of the compounds above.
LDHA block	compound
3.7	CCCCn1nc(C(=O)Nc2nccs2)c2ccccc2c1=O
2.4	COP(=O)(OC)c1nc(-c2ccc(Cl)cc2)oc1NCc1cccnc1

# The listing continues:
LDHA block	compound
15.9	Cc1ccc(C(=O)N2CCN(c3cccc(C)c3C)CC2)cc1NC(=O)C1=CSCCO1
16.6	Cc1cc2cc(NC(=O)c3cccc(C#N)c3)ccc2[nH]1
2.3	Fc1ccc2[nH]cc(CCNC(=S)Nc3ccc(Nc4ccccc4)cc3)c2c1
0.3	Cc1ccc(O)c(C(=O)OC(C)C(=O)Nc2ccc3c(c2)OCO3)c1 (configuration not stated)
4.0	O=C(Nc1c(NC2CCCCC2)c2ccccc2oc1=O)c1ccc2c(c1)OCO2
5.0	O=c1c2nccnc2nc(SCc2cccc(Cl)c2)n1Cc1ccc2c(c1)OCO2
15.5	COc1cc(/C=C(/C#N)C(=O)c2c(Cl)cccc2Cl)cc(OC)c1O
3.7	CC(C)C(C)NC(=O)c1ccc(I)cc1 (configuration not stated)
1.8	CC(=O)N(Cc1ccc2[nH]ccc2c1)C1CC1
-3.6	O=[S+]([O-])(c1ccc(-c2ccccc2)cc1)N1CCN([S+](=O)([O-])c2ccc3c(c2)OCCO3)CC1
-0.8	Cc1cc(O)cc2oc(C(F)(F)F)c(-c3cnn(-c4ccccc4)c3)c(=O)c12
-1.5	Oc1ccc(-c2ccc(O)cc2)cc1
6.0	Cc1ccc(/C=N/Nc2ccnc3cc(Cl)ccc23)s1
34.5	O=[N+]([O-])c1ccc(N2CCN(S(=O)(=O)c3ccccc3)CC2)c2ncccc12
2.2	CC(c1nc(N)nc(N(C)C)n1)N(C)CCOc1ccc(Cl)cc1 (configuration not stated)
8.5	CCOC(=O)c1c(C)[nH]c(C(=O)NCCc2ccc(Cl)cc2)c1C
-4.7	Cc1nc(CC(=O)NCc2ccccn2)cs1
2.5	CCc1nnc(CSc2nnc(Nc3ccc(C(C)C)cc3)s2)o1
-3.8	CCCCNS(=O)(=O)c1cc(-c2n[nH]c(=O)c3ccccc23)ccc1C
12.3	COC(=O)c1ccc(COC(=O)c2oc3ccccc3c2C)o1
-1.8	O=C(NC1(C(F)(F)F)N=C(c2ccccc2)N(Cc2ccco2)C1=O)c1ccccc1Cl (configuration not stated)
1.4	Nc1nccnc1C(=O)NCc1ccc(OC(F)F)cc1
4.7	O=C(Nc1nc2ccc(F)cc2s1)c1ccc(CN2CCCCC2)cc1
24.1	CC(C)Cn1cc(NC(=O)Nc2ccccc2)c2ccccc2c1=O
-23.0	N#CC(Cc1ccccc1F)(c1ccccc1)c1ccccc1
-34.1*	Cc1oc2cc(OC(=O)c3ccco3)ccc2c(=O)c1-c1ccc(Br)cc1
2.5	CCc1c(C)sc(NC(=O)OC)c1C#N
0.8	Cc1nn(-c2nc3c(c(=O)n(Cc4ccccc4Cl)c(=O)n3C)n2C(C)C)c(C)c1C
-8.0	CCC(=O)N/N=C(/C)c1ccccc1
0.6	Cc1cc(C(=O)NC2CCS(=O)(=O)C2)c2ccc(F)cc2n1 (configuration not stated)
6.8	CC1CN(CCS(=O)c2ccccc2)CC(C)O1 (configuration not stated)
2.3	CCOc1ccc(C(=O)N(C)Cc2cc(Br)ccc2OC)cc1OCC
1.9	C/C(CC(C)C)=N\NC(=O)c1ccc(Cl)cc1
12.3	O=C(Cn1nc(-c2ccccc2)c2ccccc2c1=O)N1CCOCC1
5.9	CC(C)[C@H](NC(=O)c1c(F)cccc1F)C(=O)OCc1ccc(C(N)=O)cc1
-11.1	CC(C)NC(=O)c1cccc(NC(=O)Nc2ccc(Cl)cc2)c1
-4.8	COc1cc(C2CC(=O)Nc3n[nH]c(Nc4ccccc4)c32)cc(OC)c1OC (configuration not stated)
5.7	Cc1cc(C)cc(OCC(=O)Nc2sc3c(c2C(=O)N2CCOCC2)CCCC3)c1
2.3	COCCNc1nc2c(c(=O)n(C)c(=O)n2C)n1Cc1ccc(Cl)cc1Cl
5.5	Cc1ccccc1OCCN(C)C(=O)c1cc(=O)c2ccccc2o1
8.2	COc1ccc(C2Nc3ccccc3C(=O)N2Cc2ccccc2)cc1COc1ccc(F)cc1 (configuration not stated)
-7.8	CC(NC(=O)CSc1cc(F)ccc1F)c1nc2ccccc2[nH]1 (configuration not stated)
0.8	CCOC(=O)[C@]12CCC=C1N(Cc1ccc(Cl)cc1Cl)C(=O)[C@H](CC(=O)NCCC(C)C)C2
19.6	Cc1cccc(NC(=O)c2oc3ccccc3c2NC(=O)c2nn(-c3cccc(C)c3)ccc2=O)c1
-18.4	CCCCNC(=O)C1c2ccccc2OCC(=O)N1Cc1cccnc1 (configuration not stated)
6.8	O=[N+]([O-])c1cccc(NS(=O)(=O)c2ccccc2[N+](=O)[O-])c1
-7.8	CCC(=O)Nc1ccccc1-c1nnc(SCC(=O)Nc2cc(Cl)ccc2Cl)[nH]c1=O
-2.8	CCCOc1ccc(C(=O)C(CCC(CNC(C)(C)C)C(=O)c2ccc(OCCC)cc2)CNC(C)(C)C)cc1 (configuration not stated)
-3.3	Cc1cccc(-c2noc(CN3CCC(c4ccn[nH]4)CC3)n2)c1
2.7	CC1CC(C)(C)C(CNC(=O)CCl)C1NC(=O)CCl (configuration not stated)
-0.6	COCCn1cc(C(=O)NCCc2ccc3ccccc3c2)ccc1=O
11.4	COC(=O)C1(C)Cc2ccccc2C(=O)O1 (configuration not stated)
1.1	COc1ccc(C2CC(=O)NC(SCC(=O)Nc3ccccc3F)=C2C#N)cc1OC (configuration not stated)
2.8	CCN(Cc1cccs1)C(=O)c1ccc(NS(C)(=O)=O)cc1
7.4	CCc1cccc(CC)c1NC(=O)c1ccc(CSc2ccccc2)cc1
-2.6	CN(CCOc1cccc(F)c1)Cc1nc(C2CC2)no1

# (list continues)
LDHA block	compound
7.2	CC(OC(=O)c1ccc(S(=O)(=O)Nc2ccccc2F)cc1)C(=O)N1CCCc2ccccc21 (configuration not stated)
-1.2	Cc1cccc(-c2nc3cc(NC(=O)c4cccc([N+](=O)[O-])c4)ccc3o2)c1
9.0	COc1ccccc1CNC(=O)C(C)N1CCC(c2nc3cc(Cl)ccc3s2)CC1 (configuration not stated)
-6.9	CSc1ccccc1C(=O)Nc1ccc(F)cc1
-1.9	CC(=O)c1cc(Br)ccc1OCC(=O)N1CCN(C(=O)c2cccs2)CC1
6.3	CCCOC(=O)c1ccc(Oc2c(C(F)(F)F)oc3cc(O)ccc3c2=O)cc1
-1.1	CCN(CC(=O)NC(=O)NCC(C)C)C1CC1
68.0	COc1cc(C2C3=C(CCCC3=O)Nc3nc(SCc4ccccc4)[nH]c(=O)c32)cc(OC)c1O (configuration not stated)
4.5	Clc1ccc(-c2nc(N3CCCC3)c3ccccc3n2)cc1
-15.3	O=C(CC1(C(=O)O)CCCCCC1)Nc1ccccc1CO
10.3	Cc1[nH]c2ccc(F)cc2c1CC(=O)NC1CCCCC1
-24.9	CN1CCN(c2nc3ccccc3nc2NS(=O)(=O)c2cc(Cl)ccc2Cl)CC1
4.4	CC(NC=O)C(=O)O (configuration not stated)
7.2	O=C(CNS(=O)(=O)c1ccc(N2CCCC2=O)cc1)N1CCN(CC(=O)N2CCCCC2)CC1
4.1	COC(=O)[C@@]12C[C@@H](CC(=O)NCc3ccc(C)o3)C(=O)N(Cc3ccco3)C1=CCC(C)(C)C2
-16.0	Cc1ccc(C)c(NC(=O)C(Sc2nnnn2C)c2ccccc2)c1 (configuration not stated)

# In the list so far, 5 contain a CF3 group.
LDHA block	compound
2.6	C=CCNC(=O)NC(=O)CN(C)Cc1ccc(C(F)(F)F)cc1
5.0	FC(F)(F)c1cccc(CSc2ncnc3sc(-c4ccccc4)cc23)c1
-0.8	Cc1cc(O)cc2oc(C(F)(F)F)c(-c3cnn(-c4ccccc4)c3)c(=O)c12
-1.8	O=C(NC1(C(F)(F)F)N=C(c2ccccc2)N(Cc2ccco2)C1=O)c1ccccc1Cl (configuration not stated)
6.3	CCCOC(=O)c1ccc(Oc2c(C(F)(F)F)oc3cc(O)ccc3c2=O)cc1

# Next section:
LDHA block	compound
20.4	c1ccc(Sc2c(-c3ccccc3)cc3ccccn23)cc1
6.4	CCc1ccc(/C=C/C(=O)c2cc3ccccc3oc2=O)cc1
0.2	COc1cccc(C(=O)COC(=O)C(CC(=O)c2ccccc2)Nc2ccccc2OC)c1 (configuration not stated)
12.4	O=C(CSc1nc2cc(S(=O)(=O)N3CCOCC3)ccc2o1)NCC(F)(F)F
0.6	CCOc1ccc(C2CCCN2C(=O)Cn2nc(C)c3ccccc3c2=O)cc1 (configuration not stated)
1.9	CC1CCCCC1N(C)C(=O)c1ccsc1 (configuration not stated)
4.6	COc1ccc(C(=O)Oc2ccc(/C=C(/C#N)C(=O)Nc3ccccc3C(F)(F)F)cc2)cc1
